PKM2 act – PKM2 (human) enzyme activation. 260,000 tested, 0.34% active. purified PKM2, Kinase-Glo ATP luminescence, activation; response scale: 0% is enzyme alone, no compound. P14618. Potency, µM (top dose mostly 57.5 µM), without a hit: at the highest dose activation, most hits filed as activators. AID 1631; also: potency is read from the fitted curve at half-maximal effect; % is scaled to controls: 0 for no effect and ±100 for the full control effect; nearly all actives have a fitted effect of over 55% in size
Target sequence (P14618 whole entry, looked up): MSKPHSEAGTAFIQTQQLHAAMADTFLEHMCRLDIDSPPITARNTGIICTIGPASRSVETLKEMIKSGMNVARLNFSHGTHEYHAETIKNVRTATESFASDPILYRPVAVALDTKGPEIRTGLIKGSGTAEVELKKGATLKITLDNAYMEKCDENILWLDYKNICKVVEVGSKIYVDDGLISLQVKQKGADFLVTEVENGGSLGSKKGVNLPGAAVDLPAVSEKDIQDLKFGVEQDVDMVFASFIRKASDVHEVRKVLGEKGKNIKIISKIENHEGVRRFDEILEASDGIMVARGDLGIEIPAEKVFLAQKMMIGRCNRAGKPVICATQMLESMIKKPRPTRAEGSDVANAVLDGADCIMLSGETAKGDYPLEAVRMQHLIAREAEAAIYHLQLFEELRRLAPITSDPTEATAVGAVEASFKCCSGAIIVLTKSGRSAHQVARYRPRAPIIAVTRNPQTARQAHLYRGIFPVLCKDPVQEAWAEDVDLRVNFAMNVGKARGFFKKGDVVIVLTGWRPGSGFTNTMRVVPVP
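Kinase-Glo luminescence reports ATP generated from ADP (0.1 mM) and PEP (0.5 mM) by purified hPK-M2 after 1 h at room temperature, pH 7.2 imidazole buffer; intermediate enzyme activity allows detecting inhibitors and activators.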
Rab9 promoter act – Rab9 promoter activation; Huh7 Rab9 promoter-luciferase reporter, luminescence, 24 h; Potency, µM (highest dose often 9.22 µM), inactives show at the top dose activation, negative = inhibition, actives largely listed as activators; 320,000 tested, 2.8% active; also: potency is read from the fitted curve at half-maximal effect; % of control where 0% means no effect; nearly all actives have a fitted effect of over 60% in size
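Rab9 promoter-driven luciferase in stably transfected Huh7 cells; 1500 cells/well rested 2 h, exposed to compound in DMSO for 24 h at 37 °C, 5% CO2. Luminescence read 10 min after adding luciferase reagent at ambient temperature.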
ELG1 DNA repair – ELG1-dependent DNA repair inhibition. HEK293T ELG1-luciferase reporter, luminescence, 16 h; DNA damage induced by 5-fluorouridine. Potency, µM (doses to about 46.1 µM), inactives show at the highest dose activity change, negative = inhibition, usual class: inhibitors. 330,000 tested, 2.3% active; also: potency is read from the fitted curve at half-maximal effect; % is scaled to controls: 0 for no effect and ±100 for the full control effect; nearly all actives have a fitted effect of over 55% in size
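HEK293T cells expressing luciferase-tagged ELG1 (2,000/well) received 5-Fluorouridine plus compound or DMSO for 16 hr at 37 °C. Luciferase was read by ONE-Glo luminescence after 30 min at room temperature.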
RORgamma inh – blocks mouse ROR gamma transcriptional activity; Potency, µM (doses to about 53.6 µM), for the others: at the top dose activity change, negative = inhibition, hits mostly inhibitors; 310,000 tested, 5.4% active; AID 2551; P51450; Drosophila S2 Gal4-RORgamma UAS-luciferase reporter, 20 h; also: potency is read from the fitted curve at half-maximal effect; % is scaled to controls: 0 for no effect and ±100 for the full control effect; nearly all actives have a fitted effect of over 60% in size
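ROR gamma transcriptional activity was tracked as Gal4-UAS luciferase output in stably transfected Drosophila Schneider cells, with compound added 1 hr before 700 uM copper sulfate induction and a 20 hr ambient-temperature incubation.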
Mito fusion act – inhibitors of mitochondrial division or activators of mitochondrial fusion; Potency, µM (doses to about 46.1 µM), inactives show at the highest dose growth rescue (activation), hits mostly activators; AID 485298; S. cerevisiae fusion-defective mutant growth rescue, CellTiterGlo 48 h; 320,000 tested, 0.23% active;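 also: potency is read from the fitted curve at half-maximal effect; % of control where 0% means no effect; nearly all actives have a fitted effect of over 45% in size; temperature-sensitive fusion mutants such as fzo1-1 at 37 °C on non-fermentable ethanol glycerol medium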
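Luminescent cell viability in 1536-well qHTS format served as the measure of rescued growth in ts fusion-mutant S. cerevisiae cultured on non-fermentable YPEG for 48 hours at 37C.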
KCNH2 3.1 inh – KCNH2 3.1 (human) potassium channel inhibition; U2OS KCNH2 3.1, thallium flux FluxOr; stronger effect = lower value; 340,000 tested, 0.95% active; activity change, % (tested at about 1.8 µM);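 active = maximum activity change below -70%; inconclusive = maximum activity change from -70% to -50%; inactive = maximum activity change above -50%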;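 also: thallium influx rate constant from kinetic fluorescence after stimulation buffer; % is scaled to controls: 0 for no effect and ±100 for the full control effect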
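Kinetic fluorescence (2 min after stimulation buffer) measures Tl+ influx through KCNH2 3.1 expressed by viral transduction in U2OS cells; the rate constant is normalized against DMSO controls serving as positive and negative references.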
FLuc modulator – inhibits or activates purified firefly luciferase, miR-21 counter-screen; P08659; purified FLuc, Km substrates, luminescence inhibition; Potency, µM (series often up to 57.5 µM), for inactives: top-dose activity change, negative = inhibition, actives largely listed as inhibitors; 360,000 tested, 6.9% active;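 also: potency is read from the fitted curve at half-maximal effect; plate controls were vehicle for no effect and reference inhibitor for full effect; nearly all actives have a fitted effect of over 55% in size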
Target sequence (P08659 whole entry, looked up): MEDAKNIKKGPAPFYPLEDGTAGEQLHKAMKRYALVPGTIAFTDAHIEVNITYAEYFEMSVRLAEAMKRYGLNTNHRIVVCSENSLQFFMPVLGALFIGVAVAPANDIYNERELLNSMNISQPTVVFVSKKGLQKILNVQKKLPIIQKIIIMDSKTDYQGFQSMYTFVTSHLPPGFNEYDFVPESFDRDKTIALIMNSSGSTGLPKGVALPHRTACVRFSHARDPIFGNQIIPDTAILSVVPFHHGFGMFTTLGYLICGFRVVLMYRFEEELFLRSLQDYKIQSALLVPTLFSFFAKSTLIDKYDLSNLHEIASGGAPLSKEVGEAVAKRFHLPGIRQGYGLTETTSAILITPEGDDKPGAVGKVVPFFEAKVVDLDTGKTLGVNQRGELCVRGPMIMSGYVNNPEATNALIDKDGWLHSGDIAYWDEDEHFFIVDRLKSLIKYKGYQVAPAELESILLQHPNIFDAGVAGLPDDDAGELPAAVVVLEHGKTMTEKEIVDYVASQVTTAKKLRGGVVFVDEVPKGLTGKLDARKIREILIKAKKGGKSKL
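Purified P. pyralis luciferase (10nM final) with 10uM D-luciferin and 10uM ATP (Km levels) in 50mM Tris acetate pH 7.5, 10mM Mg acetate, 0.01% Tween-20, 0.05% BSA; qHTS 6-point titration, ~60 µM downward; luminescence read.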
NPC1 promoter act – activators of NPC1 promoter. Huh7 NPC1 promoter luciferase reporter, 24 h. Potency, µM (titrated, usually from 9.22 µM), inactives show top-dose activation, usual class: activators. 320,000 tested, 2.4% active. AID 485313;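 also: potency is read from the fitted curve at half-maximal effect; % of control where 0% means no effect; nearly all actives have a fitted effect of over 60% in size; reporter is driven by a mutant NPC1 promoter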
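Compounds in DMSO were transferred onto Huh7 NPC1-luciferase reporter cells pre-incubated 2 h; after 24 h at 37 °C, Amplite reagent was dispensed and luminescence recorded 10 min later.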
VP16 counter – inhibits Gal4-VP16 luciferase reporter, ROR gamma counter-screen. Drosophila S2 Gal4-VP16 UAS-luciferase, luminescence, 20 h. Potency, µM (highest dose often 53.6 µM), for the others: at the top dose activity, negative = inhibition, usual class: inhibitors. 310,000 tested, 3.5% active;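 also: Gal4-VP16 expression switched on by copper sulfate through the metallothionein promoter; potency is read from the fitted curve at half-maximal effect; % is scaled to controls: 0 for no effect and ±100 for the full control effect; nearly all actives have a fitted effect of over 50% in size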
MBNL1 CUG block – MBNL1-poly(CUG) RNA binding inhibition | Q9NR56 | TR-FRET MBNL1-His/biotin-(CUG)12 binding, 665/545 ratio | Potency, µM (doses to about 57.5 µM), for inactives: at the highest dose activity change, negative = inhibition, usual class: inhibitors | 280,000 tested, 0.036% active; active = well fitted inhibition curve with a large enough effect in the signal ratio, with a control signal flat, not every such curve was filed as active; inconclusive = small, poorly fitted or top-dose-only effect, or effect the other way, or a change in a side signal; inactive = no such curve, though single readings can be large or run the other way; the % refers to the signal ratio; also: potency is read from the fitted curve at half-maximal effect; % is scaled to controls: 0 for no effect and ±100 for the full control effect
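His-tagged MBNL1 binding to biotinylated (CUG)12 RNA was measured by TR-FRET using terbium anti-His antibody (0.055 ng/ul final) and streptavidin-XL665 (5 nM final). Compounds were titrated 92 nM to 58 uM; 60 min at room temperature.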
Menin MLL FP TR – displaces Texas Red mutant MLL peptide from human menin. Menin + Texas Red MLL mutant peptide, fluorescence polarization. Potency, µM (highest dose often 61.6 µM), without a hit: top-dose FP activity change, negative = inhibition, usual class: inhibitors. 270,000 tested, 0.23% active; active = well fitted inhibition curve with a large enough effect in the polarisation, with a control signal flat, not every such curve was filed as active; inconclusive = small, poorly fitted or top-dose-only effect, or effect the other way, or a change in a side signal; inactive = no such curve, though single readings can be large or run the other way; the % refers to the polarisation; also: potency is read from the fitted curve at half-maximal effect; % of control where 0% means no effect; many of its hits are not listed in these tables
The depositor's hits bear a star; [ ] = another dose, or the depositor's remark. Unless noted, calls follow the shape of the dose curve; as a rule, active = well fitted curve in the direction sought with a large enough effect; inconclusive = small, poorly fitted or top-dose-only effect, or another doubt; inactive = no such curve, though single readings can be large; an effect the other way counts as inactive or inconclusive.

For O=S(=O)(Nc1ccccc1O)c1cccc2cccnc12 the results were PKM2 act 0%, Rab9 promoter act -13%, ELG1 DNA repair inconclusive, RORgamma inh -37%, Mito fusion act 2%, KCNH2 3.1 inh -4, FLuc modulator -20%, NPC1 promoter act -2%, VP16 counter -8%, MBNL1 CUG block 16% and Menin MLL FP TR 21%.
c1ccc2c(c1)[nH]c1c(N3CCC4(CC3)OCCO4)ncnc12 was read as PKM2 act -8%, Rab9 promoter act -11%, ELG1 DNA repair 21µM*, RORgamma inh 29%, Mito fusion act -2%, KCNH2 3.1 inh 5, FLuc modulator 1%, NPC1 promoter act 1%, VP16 counter inconclusive, MBNL1 CUG block -3% and Menin MLL FP TR 8%.
For Cc1c(Br)c([N+](=O)[O-])nn1C(C)C(=O)N1CCCc2ccccc21 (stereo not given) the results were PKM2 act 0%, Rab9 promoter act 1%, ELG1 DNA repair -17%, RORgamma inh 25%, Mito fusion act 3%, KCNH2 3.1 inh 9, FLuc modulator -2%, NPC1 promoter act 0%, VP16 counter -5%, MBNL1 CUG block 21% and Menin MLL FP TR inconclusive.
CCOC(=O)N1CCN(C(=O)CSCc2nc(-c3ccccc3F)oc2C)CC1 was read as PKM2 act 5%, Rab9 promoter act -5%, ELG1 DNA repair inconclusive, RORgamma inh 37%, Mito fusion act 1%, KCNH2 3.1 inh -22, FLuc modulator 6%, NPC1 promoter act -1%, VP16 counter -10%, MBNL1 CUG block 3% and Menin MLL FP TR inconclusive.
`COc1cc(/C=N/NC(=Nc2ccc(C)cc2)c2nc3ccccc3s2)ccc1O` gave PKM2 act -2%, Rab9 promoter act inconclusive, ELG1 DNA repair inconclusive, RORgamma inh 7.1µM*, Mito fusion act 24%, KCNH2 3.1 inh 0, FLuc modulator 2.7µM*, NPC1 promoter act 28%, VP16 counter inconclusive, MBNL1 CUG block 2% and Menin MLL FP TR inconclusive.
Cc1cc(NC(=O)C2C3C(=O)N(CCC(C)C)C(C(=O)NCc4ccccc4)C34C=CC2(C)O4)no1 (stereo not given) was read as PKM2 act 0%, Rab9 promoter act -1%, ELG1 DNA repair 0%, RORgamma inh -20%, Mito fusion act -3%, KCNH2 3.1 inh 3, FLuc modulator 5%, NPC1 promoter act -1%, VP16 counter -8%, MBNL1 CUG block 4% and Menin MLL FP TR -11%.
For Cc1cc(C(=O)N/N=C2\CC(=O)CC(C)(C)C2)c2ccccc2n1 the results were PKM2 act 1%, Rab9 promoter act 1%, ELG1 DNA repair -16%, RORgamma inh -11%, Mito fusion act 1%, KCNH2 3.1 inh -2, FLuc modulator -1%, NPC1 promoter act -3%, VP16 counter 0%, MBNL1 CUG block 13% and Menin MLL FP TR -18%.
Screening C=CCSc1ncc(-c2ccccc2)cn1 returned PKM2 act 3%, Rab9 promoter act 26%, ELG1 DNA repair inconclusive, RORgamma inh -3%, Mito fusion act -19%, KCNH2 3.1 inh 7, FLuc modulator 15µM*, NPC1 promoter act 24%, VP16 counter inconclusive, MBNL1 CUG block 0% and Menin MLL FP TR -1%.
CCCCNc1nnc(SCC(=O)c2c(N)n(CCC)c(=O)[nH]c2=O)s1 was read as Rab9 promoter act -5%, ELG1 DNA repair -7%, Mito fusion act -2%, KCNH2 3.1 inh 1, FLuc modulator -9% and NPC1 promoter act -4%.
For Cc1ccccc1N(C(=O)Cc1c[nH]c2ccccc12)C(C(=O)NC1CCCCC1)c1ccco1 (stereo not given) the results were PKM2 act 3%, Rab9 promoter act -8%, ELG1 DNA repair inconclusive, RORgamma inh 4%, Mito fusion act -3%, KCNH2 3.1 inh -15, FLuc modulator 0%, NPC1 promoter act -8%, VP16 counter -14%, MBNL1 CUG block 5% and Menin MLL FP TR 0%.
Screening O=C(N/N=C/c1ccc([N+](=O)[O-])o1)c1ccc(O)cc1 returned PKM2 act 0%, Rab9 promoter act -31%[inhibitor], ELG1 DNA repair -20%, RORgamma inh 11µM*, Mito fusion act -4%, KCNH2 3.1 inh 0, FLuc modulator -6%, NPC1 promoter act -2%, VP16 counter 13µM*, MBNL1 CUG block inconclusive and Menin MLL FP TR inconclusive.
Screening CSc1ccccc1NC(=O)CN(C)CC(=O)Nc1ccccc1C(F)(F)F returned PKM2 act -2%, Rab9 promoter act -2%, ELG1 DNA repair inconclusive, RORgamma inh 8.9µM*, Mito fusion act -29%, KCNH2 3.1 inh 1, FLuc modulator -6%, NPC1 promoter act -2%, VP16 counter 3%[10 µM], MBNL1 CUG block 2% and Menin MLL FP TR -15%.
For COc1ccc(N2Cc3ccc(OC)c(OC)c3C2=O)cc1 the results were Rab9 promoter act inconclusive, ELG1 DNA repair inconclusive, RORgamma inh -14%, Mito fusion act 1%, KCNH2 3.1 inh -1, FLuc modulator 4.8µM*, NPC1 promoter act 2µM*, VP16 counter -10%, MBNL1 CUG block 3% and Menin MLL FP TR 25%.
For Cc1c(Nc2cc(N3CCCC(C)C3)c3nonc3c2[N+](=O)[O-])c(=O)n(-c2ccccc2)n1C (stereo not given) the results were PKM2 act -2%, Rab9 promoter act 2%, ELG1 DNA repair -1%, RORgamma inh -5%, Mito fusion act 3%, KCNH2 3.1 inh -1, FLuc modulator 5%, NPC1 promoter act -7%, VP16 counter -3%, MBNL1 CUG block 1% and Menin MLL FP TR -19%.
O=C(Cn1ccc(NC(=O)OCc2ccccc2)nc1=O)NCCc1ccccn1 was read as Rab9 promoter act -6%, ELG1 DNA repair 9%, Mito fusion act -6%, KCNH2 3.1 inh 17, FLuc modulator -11% and NPC1 promoter act -1%.
CC1CCc2c(c3ccccc3[nH]c2=O)O1 (stereo not given) was read as PKM2 act 4%, Rab9 promoter act -3%, ELG1 DNA repair 7%, RORgamma inh -5%, Mito fusion act -4%, KCNH2 3.1 inh -1, FLuc modulator 1%, NPC1 promoter act -1%, VP16 counter 1%, MBNL1 CUG block -6% and Menin MLL FP TR 1%.
For Clc1cccc(CN2CCc3c([nH]c4ccccc34)C2)c1Cl the results were Rab9 promoter act -1%, ELG1 DNA repair inconclusive, RORgamma inh 1%, Mito fusion act 0%, KCNH2 3.1 inh -11, FLuc modulator -1%, NPC1 promoter act -4%, VP16 counter -13%, MBNL1 CUG block 1% and Menin MLL FP TR inconclusive.
For COc1ccccc1NC(=O)C(C)Sc1nccn1C (stereo not given) the results were Rab9 promoter act 1%, ELG1 DNA repair inconclusive, Mito fusion act -4%, KCNH2 3.1 inh 1, FLuc modulator -4% and NPC1 promoter act 6%.
`CCn1c(COc2c(C)cccc2C)nnc1SCc1nc2ccccc2c(=O)[nH]1` gave PKM2 act -6%, Rab9 promoter act 11%, ELG1 DNA repair -20%, RORgamma inh 18%, Mito fusion act 7%, KCNH2 3.1 inh 10, FLuc modulator 8%, NPC1 promoter act -10%, VP16 counter -15%, MBNL1 CUG block -7% and Menin MLL FP TR 6%.
COc1ccccc1NC(=O)COC(=O)c1ccccc1C(=O)N1CCN(c2ccccc2)CC1 was read as PKM2 act -4%, Rab9 promoter act 10%, ELG1 DNA repair inconclusive, RORgamma inh 29%, Mito fusion act 3%, KCNH2 3.1 inh -3, FLuc modulator -10%, NPC1 promoter act -1%, VP16 counter -12%, MBNL1 CUG block -17% and Menin MLL FP TR -17%.
For Fc1ccc(N2N=C(c3cccs3)CC2c2ccccc2)cc1 (stereo not given) the results were PKM2 act 3%, Rab9 promoter act 0%, ELG1 DNA repair inconclusive, RORgamma inh 28%, Mito fusion act 1%, KCNH2 3.1 inh -9, FLuc modulator -6%, NPC1 promoter act 0%, VP16 counter 1%, MBNL1 CUG block 13% and Menin MLL FP TR inconclusive.

The list is partial; count on the stated rates, not on these rows.
